Assay outcomes (PubChem)
SRC1 inh: inhibits human SRC1 coactivator; Q15788; HEK293 GAL4-SRC1 luciferase reporter, luminescence; inhibition, % at 3.6 µM; actives 0.12% (n = 360,000);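 active means inhibition above the campaign mean plus 3 SD, with each screening campaign given its own cutoff, cut at about 60% in these data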;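 further: 0% = DMSO treated cells and 100% = gossypol at 36 µM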
SRC2 inh: inhibits human steroid receptor coactivator 2 | HEK293 GAL4-SRC2 luciferase reporter, luminescence | inhibition, % at 9 µM | actives 0.17% (n = 370,000) | AID 651957;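 active means inhibition above the mean inhibition of all tested compounds plus 3 SD, set per campaign, cut at about 52% in these data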;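 further: 0% = DMSO treated cells and 100% = cells given Gossypol at 36 µM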
TWEAK-Fn14 inh: inhibitors of TWEAK-Fn14 interaction signaling; TWEAK-stimulated Fn14 reporter cells, luciferase luminescence, 8 h; inhibition, % at 10 µM; actives 2% (n = 360,000); in the data active means inhibition above about 50%
TLR9-MyD88 block: inhibitors of human TLR9-MyD88 binding | CHO BLA complementation TLR9-MyD88, CCF4 FRET ratio | AID 504734 | actives 0.21% (n = 340,000) | inhibition, % at 4.98 µM;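 active means inhibition above the mean over all tested compounds plus 3 SD, cut at about 21% in these data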;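 further: 0% = DMSO only wells and 100% = clavulanate BLA inhibitor control wells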
SRC3 inh: inhibits human SRC3 coactivator; HEK293 GAL4-SRC3 luciferase reporter, luminescence; inhibition, % at 3.6 µM; actives 0.17% (n = 360,000);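 active means inhibition above a per-campaign cutoff, the mean of all compounds plus 3 SD, cut at about 60% in these data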;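 further: 0% = DMSO-treated cells and 100% = gossypol-treated cells at 36 µM; higher means less SRC3-driven luciferase light from the GAL4 reporter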
NOD2 RIPK2 PPI: inhibitors of human NOD2-RIPK2 interaction | CHO BLA complementation NOD2-RIPK2, CCF4 ratio | inhibition, % at 4.98 µM | actives 0.38% (n = 360,000); in the data active means inhibition above about 21%;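 further: 0% = vehicle only and 100% = reference blocker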
Target sequence (O43353 whole entry, looked up): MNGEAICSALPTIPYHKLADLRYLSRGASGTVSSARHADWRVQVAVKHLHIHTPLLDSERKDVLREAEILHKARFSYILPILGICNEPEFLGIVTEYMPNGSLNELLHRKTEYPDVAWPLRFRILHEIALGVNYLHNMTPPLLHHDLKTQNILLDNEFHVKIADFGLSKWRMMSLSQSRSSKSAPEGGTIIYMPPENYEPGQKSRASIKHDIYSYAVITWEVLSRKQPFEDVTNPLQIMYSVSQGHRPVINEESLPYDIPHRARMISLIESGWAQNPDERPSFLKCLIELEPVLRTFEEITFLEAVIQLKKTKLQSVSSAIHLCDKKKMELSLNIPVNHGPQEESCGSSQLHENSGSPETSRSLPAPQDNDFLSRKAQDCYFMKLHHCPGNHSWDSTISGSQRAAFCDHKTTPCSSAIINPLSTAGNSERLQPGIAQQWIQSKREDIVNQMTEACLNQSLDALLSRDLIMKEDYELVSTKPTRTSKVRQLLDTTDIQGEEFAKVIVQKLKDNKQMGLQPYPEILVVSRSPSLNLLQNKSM
Granule exo inh: blocks lytic granule exocytosis. inhibition, % at 10 µM. actives 0.66% (n = 360,000). TALL-104 LAMP-1 surface exposure, flow cytometry; cells stimulated with thapsigargin and PMA;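 active means inhibition above about 55%, limit read from the data; inconclusive means no clear call, values can overlap the other calls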
NR2F2 inh: inhibitors of human COUP-TFII (NR2F2); inhibition, % at 8.6 µM; HEK293T NGFI-A luciferase reporter, luminescence; P24468; actives 0.7% (n = 370,000);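 active means inhibition above a per-plate cutoff, mean inhibition of test wells between control levels plus 3 SD, cut at about 38% in these data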;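 further: cells cotransfected with COUP-TFII expression vector driving the NGFI-A reporter; 0% = median of COUP-TF2 test wells and 100% = reporter-only cells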
Target sequence (P24468 whole entry, looked up): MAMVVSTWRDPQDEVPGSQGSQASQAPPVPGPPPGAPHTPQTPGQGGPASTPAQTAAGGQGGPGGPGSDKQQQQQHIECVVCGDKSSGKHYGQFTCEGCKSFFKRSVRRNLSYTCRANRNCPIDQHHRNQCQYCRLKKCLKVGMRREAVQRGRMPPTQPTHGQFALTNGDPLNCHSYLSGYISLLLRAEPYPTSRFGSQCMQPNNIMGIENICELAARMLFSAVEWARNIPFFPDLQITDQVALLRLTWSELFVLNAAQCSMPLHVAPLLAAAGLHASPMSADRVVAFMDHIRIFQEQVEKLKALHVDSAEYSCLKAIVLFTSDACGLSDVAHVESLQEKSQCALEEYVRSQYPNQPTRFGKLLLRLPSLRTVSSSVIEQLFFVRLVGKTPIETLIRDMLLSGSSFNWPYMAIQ
TROY NFkB inh: TROY signaling inhibition; inhibition, % at 10 µM; Q293 LMP1-TROYcd NF-kB luciferase reporter, 4 h; actives 0.98% (n = 360,000);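 active means compounds whose plate-normalised and pattern-corrected inhibition of the luciferase reporter signal at the single screening dose is 50% or more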
ABHD5-PLIN5 inh: blocks binding of human ABHD5 to perilipin-5; Split G. princeps luciferase complementation, luminescence, 4 h; actives 0.78% (n = 360,000); inhibition, % at 4 µM; Q00G26+Q8WTS1;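 active means inhibition above the mean inhibition across every tested compound plus 3 SD, cut at about 22% in these data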;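 further: 0% = DMSO only wells and the 100% control is not disclosed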
LRH-1 inv ag: NR5A2 inverse agonism in reporter assay; actives 0.13% (n = 360,000); O00482; inhibition, % at 3.6 µM; AID 602396; HEK293T StAR-luciferase reporter, LRH-1 transfected, 24 h;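 active means inhibition above the mean inhibition of all tested compounds plus 3 SD, cut at about 73% in these data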;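 further: 0% = DMSO wells and 100% = reporter-only cells lacking LRH-1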
An asterisk follows results filed as active; ? = inconclusive; / = not tested or not shown. The list is partial; rates above refer to the full screens.

SMILES	SRC1 inh	SRC2 inh	TWEAK-Fn14 inh	TLR9-MyD88 block	SRC3 inh	NOD2 RIPK2 PPI	Granule exo inh	NR2F2 inh	TROY NFkB inh	ABHD5-PLIN5 inh	LRH-1 inv ag
Cc1ccc(N(C(=O)c2ccc(S(=O)(=O)N3CCOCC3)cc2)C2C=CS(=O)(=O)C2)cc1 (stereo not given)	4	-10	11	-4	-1	-19	-2	1	-16	-1	8
Cc1cc(C(F)(F)F)n(-c2nc(C(=O)NN)cs2)n1	3	-29	14	-9	7	-7	4	37*	10	-1	5
CCN(CC)C(=O)CSc1nc2sc3c(c2c(=O)n1-c1ccc(C)cc1)CC(C)(C)SC3	-4	25	-19	7	-8	-8	0	-6	-11	-2	25
COC(=O)[C@H]1C[C@H](OC(=O)Nc2c(C)noc2C)[C@@]2(O)CN(S(=O)(=O)c3ccc(C)cc3)CC2[C@H]1C(=O)OC (stereo not given in full)	-10	-3	-6	5	-5	4	-1	-12	-3	9	17
CC(C)(C)OC(=O)N/N=C/c1cn(-c2ccccc2)nc1-c1cccnc1	-22	-6	19	-2	6	0	4	5	5	-6	-16
CC(=O)c1cccc(NC(=O)C2CC(=O)N(CCc3ccccc3)C2)c1 (stereo not given)	11	-14	9	-11	1	-13	-2	-5	11	5	-8
Cc1c(C)n(C(=O)CSc2nccn2C)c2ccccc12	-17	27	-8	1	9	0	1	7	-2	-1	1
COc1ccc(NC(=O)CNCc2cccs2)c(OC)c1	-13	-28	1	4	-33	-6	12	-6	-23	4	-3
CCCCN(C(=O)CCCSc1nc2ccccc2[nH]1)c1c(N)n(Cc2ccccc2)c(=O)[nH]c1=O	-4	6	0	-5	-10	-11	-1	17	6	-1	-11
COc1ccc(CCC(=O)O)c(O)c1	-2	-4	7	-8	-10	-18	-4	14	1	0	-4
O=C(O)CS(=O)(=O)CC(=O)NCc1cccc(C(F)(F)F)c1	-2	26	10	-1	8	0	-1	-17	6	-5	15
CCCCCCCCN1[C@@H](CC(=O)OC)c2cc(F)ccc2S1(=O)=O	-16	-14	-12	10	-3	-3	1	7	-16	12	9
O=[N+]([O-])c1cc(-c2nnc(Nc3ccccc3)c3ccccc23)ccc1N1CCOCC1	-16	11	26	-13	-6	-11	-1	0	24	5	15
O=S(=O)(NCCOC12CC3CC(CC(C3)C1)C2)c1cccc2nsnc12	-16	27	16	-3	22	9	1	14	-6	0	-5
Cc1cccn2c(CN3CCCC(c4ccccc4)C3)c(C(=O)N3CCOCC3)nc12 (stereo not given)	-34	29	7	-1	18	4	21	-6	7	2	0
O=C1CN(C(=O)c2ccco2)C(c2ccc(F)cc2)c2cc(Cl)ccc2N1 (stereo not given)	-19	-6	17	-8	-4	6	-2	1	-4	7	15
COc1ccc(N(C(=O)c2ccncc2)S(=O)(=O)c2ccc(Cl)cc2)cc1	8	/	15	-8	15	5	1	/	18	6	9
N#Cc1ccccc1S(=O)(=O)N1CCC(C(=O)NCc2ccccc2CN2CCCC2)CC1	0	1	-3	7	-3	-3	1	0	6	1	-13
CCOCCCNC(=O)c1ccc(N2CC3CC(C2)c2cccc(=O)n2C3)c(NC(=O)Nc2cccc(OC)c2)c1 (stereo not given)	3	-10	0	4	0	-6	-7	-3	-8	13	7
O=C(Nc1cccc2ccccc12)c1cc2c(cc1Br)OCO2	-1	-9	4	-4	1	-1	-21	-1	-14	0	8
C[C@H](NC(=O)C1CCN(S(=O)(=O)c2ccccc2)CC1)C(=O)NCc1cccc(Cl)c1	13	6	0	-7	-4	-15	0	-11	12	3	1
CCN(CC)c1nc2ccccc2[nH]1	-5	-30	-15	-7	-7	3	-4	-3	9	-1	-11
CC(C)(C)OC(=O)N[C@H](/C=C/c1ccccc1)C(=O)OC(C)(C)C	-11	-15	1	0	0	-5	5	-3	-1	-2	15
O=C(c1cn(CC2CCCCC2)nn1)N1CCN(c2ccc(F)cc2)CC1	-2	-19	14	-5	-15	-1	-2	-10	-9	-4	-8
O=c1c2sccc2nc(SCc2cc(=O)n3ccccc3n2)n1-c1ccc(Br)cc1	1	-25	-8	-10	7	-7	-1	8	16	-3	4
SMILES	SRC1 inh	SRC2 inh	TWEAK-Fn14 inh	TLR9-MyD88 block	SRC3 inh	NOD2 RIPK2 PPI	Granule exo inh	NR2F2 inh	TROY NFkB inh	ABHD5-PLIN5 inh	LRH-1 inv ag
CC(NC(=O)CSc1nc2ccccc2c(=O)[nH]1)c1ccccc1 (stereo not given)	4	-17	-4	-8	7	1	-1	5	13	-1	-7
O=C(NC(=O)c1ccccc1)NC(=O)c1ccccc1	4	-34	-15	1	5	6	0	11	-2	-2	-2
COc1ccc(NC(=O)CCN2C(=O)c3ccccc3S2(=O)=O)cc1	-2	10	6	8	-6	-7	1	-8	-29	2	16
O=C(Nc1ccc2c(c1)OCCO2)C1C(=O)Nc2ccccc2C(=O)N1C1CCCCC1 (stereo not given)	/	-8	/	/	/	0	-10	4	/	0	-15
O=C(O)CSCCOc1ccc(OCCSCC(=O)O)cc1	4	-6	10	4	9	3	-4	0	-16	-4	5
O=C(c1ccccc1)c1cccc2ccccc12	8	5	11	6	4	-4	-3	4	-12	3	-20
CCC(CC)C(=O)Nc1ccc(C(=O)Nc2cc(C)on2)cc1	2	-7	0	-1	7	-2	-2	11	2	-2	-5
COc1cc2c(cc1OC)CN(C(=S)NC(=O)c1ccccc1)CC2	3	-4	-8	2	12	-5	-1	-23	-28	3	-1
Cc1cc(C)cc(OCC(=O)OCC(=O)N2CC(=O)Nc3ccccc32)c1	-2	-14	-3	-5	9	4	0	4	16	4	7
CCOc1ccc(C2C(C#N)=C(N)N(N(C)C)C3=C2C(=O)CCC3)cc1 (stereo not given)	2	-28	12	5	-33	4	-8	10	-3	4	2
Cc1sc2ncnc(N3CCC(C(=O)NCC(=O)Nc4ccc(F)c(F)c4)CC3)c2c1C	13	-1	27	0	17	-3	1	13	45	0	-20
O=C(COc1ccc(F)cc1Cl)Nc1cccc(S(=O)(=O)N2CCCCCC2)c1	3	-4	-2	-4	-16	-8	-1	-5	28	6	3
COc1cc(/C=C/C(=O)N2c3ccccc3Sc3ccc(C(F)(F)F)cc32)cc(OC)c1OC	-2	-32	5	1	-4	0	-3	4	11	-2	15
COc1ccc(CC(=O)OC(C)C(=O)c2ccc(C)cc2)cc1 (stereo not given)	-12	-19	-4	-13	-1	-6	-5	-7	-4	1	-5
CCCCCc1ccc(CC(=O)N2CCOCC2)cc1	-7	-6	27	-2	-22	-5	-22	9	-22	3	0
CC(C)(C)C1CCC(OC(=O)CN2CCCCC2)CC1 (stereo not given)	-3	12	1	-1	-15	6	-5	7	-4	-6	-5
Cn1nc(C(=O)OCCN2C(=O)c3ccccc3C2=O)c2ccccc2c1=O	0	19	2	2	23	-4	4	7	8	3	6
COC(=O)C1=C(C)NC2=C(C(=O)c3ccccc32)C1c1cccc(OC)c1 (stereo not given)	4	12	16	-7	19	4	7	13	-3	1	5
COc1ccc(C2=NCC(CSc3nccc(=O)[nH]3)S2)cc1 (stereo not given)	4	13	-10	-19	7	-6	-2	20	-19	2	-19
NS(=O)(=O)c1ccc(CCNc2ccnc3cc(Cl)ccc23)cc1	-2	9	-4	1	1	2	-18	22	-8	9	-3
CCOc1cc(NC(=O)c2ccco2)c(OCC)cc1NC(=O)CCC(=O)NCc1cccnc1	-5	/	-3	-13	-25	-3	0	/	-6	4	-4
O=C(Cc1cccs1)Nc1nnc(-c2ccccc2)s1	-77	-22	-34	7	-38	-3	-1	-21	-41	0	-58
CN(CC(=O)Nc1ccc(F)c(F)c1F)C(=O)C1=NN(c2ccccc2)C(=O)CC1	5	19	0	-8	-19	-10	0	15	-5	-6	4
Cc1c(NC(=S)NC(=O)c2cccc(Cl)c2)c(=O)n(-c2ccccc2)n1C	7	18	-28	-9	-8	0	-2	-36	9	2	29
CCN1CCCC1CNC(=O)Cn1nc(C)n2nc(-c3ccccc3)cc2c1=O (stereo not given)	-33	-6	4	-8	-14	0	3	10	-7	-9	-4
SMILES	SRC1 inh	SRC2 inh	TWEAK-Fn14 inh	TLR9-MyD88 block	SRC3 inh	NOD2 RIPK2 PPI	Granule exo inh	NR2F2 inh	TROY NFkB inh	ABHD5-PLIN5 inh	LRH-1 inv ag
OC(CNCc1cccc(Br)c1)c1ccccc1 (stereo not given)	-10	-10	-1	1	6	-22	11	13	9	-1	7
CC(=O)Nc1cccc2cc(S(=O)(=O)O)ccc12	-10	-16	7	/	-6	-15	-7	11	-11	2	2
Cc1ccc(C(=O)c2cc3ccccc3o2)cc1	-87	-42	-6	1	-63	-3	3	-28	-64	-3	-163
Cn1sc(NC(=O)c2ccccc2Cl)nc1=O	-8	-18	6	1	5	3	-2	-8	-21	-3	-10
CSc1ncc(C(=O)Nc2cccc(S(N)(=O)=O)c2)n1-c1ccccc1	8	-24	0	0	24	-10	-12	-7	-8	0	-8
Cc1cccc(C(=O)N2CCCC(N3CCN(c4ccccc4)CC3)C2)n1 (stereo not given)	0	-23	-8	6	10	3	-1	-12	-2	2	-10
COc1ccc(/C=C2/SC(=S)N(CCC(=O)N3CCN(C)CC3)C2=O)cc1	12	-20	20	9	16	-8	?	-12	-11	12	13
COc1ccccc1N1CCN(CC(O)COc2ccc3c(c2)OCO3)CC1 (stereo not given)	-11	-10	-22	2	-1	-3	4	0	12	-1	19
Nc1nccnc1C(=O)OCC(=O)NCCc1ccc(Cl)cc1	-36	31	29	-1	15	-5	-5	15	-13	8	-4
CC(Oc1ccc(Br)cc1)C(=O)NCC(c1cccs1)N1CCOCC1 (stereo not given)	-10	-9	12	-2	20	1	-8	10	-2	-2	25
COc1ccc(O)c(/C=N/NC(=O)c2cc(=O)[nH]c3ccccc23)c1	-14	-17	-9	-3	17	-21	-6	23	-5	-1	-1
CC(CN1CCOCC1)OC(=O)c1cccc(Br)c1 (stereo not given)	-10	-27	-11	9	-20	7	0	-2	-13	4	4
COc1ccccc1C(=O)NC(=S)Nc1cccnc1Cl	-63	5	95*	-8	-71	-8	-5	-25	78*	-4	-20
O=C(/C=C/c1ccc(Br)o1)NCCCN1CCOCC1	-4	12	13	-2	12	-8	-4	2	-11	-4	-14
O=C(c1ccccc1)c1cc2ccccc2oc1=O	-24	-71	-2	11	-34	-4	-9	-26	-26	5	-16
O=C(Nc1cc(Cl)ccc1O)C1CCCO1 (stereo not given)	13	1	-7	4	10	3	-2	0	/	1	-7
CCOc1ccccc1N(C)C(=O)CCS(=O)(=O)c1ccc2c(c1)NC(=O)CO2	-11	-10	1	8	-1	-17	-6	6	-9	12	14
CCOC(=O)C1(Cc2ccccc2Cl)CCN(C(=O)c2cc(C)on2)CC1	-49	-39	-9	2	-7	-3	10	-12	-59	7	-46

Fetched by structure from the entries so far:
SMILES	SRC1 inh	SRC2 inh	TWEAK-Fn14 inh	TLR9-MyD88 block	SRC3 inh	NOD2 RIPK2 PPI	Granule exo inh	NR2F2 inh	TROY NFkB inh	ABHD5-PLIN5 inh	LRH-1 inv ag
CCOc1ccc(C2C(C#N)=C(N)N(N(C)C)C3=C2C(=O)CCC3)cc1 (stereo not given)	2	-28	12	5	-33	4	-8	10	-3	4	2
CCN(CC)C(=O)CSc1nc2sc3c(c2c(=O)n1-c1ccc(C)cc1)CC(C)(C)SC3	-4	25	-19	7	-8	-8	0	-6	-11	-2	25
O=C(Nc1cc(Cl)ccc1O)C1CCCO1 (stereo not given)	13	1	-7	4	10	3	-2	0	/	1	-7
CC(CN1CCOCC1)OC(=O)c1cccc(Br)c1 (stereo not given)	-10	-27	-11	9	-20	7	0	-2	-13	4	4
